High-throughput results deposited in PubChem by NCI.
NCI-60 one-dose screen, 48 h, at 10 µM unless noted. Numbers give growth in % (100 = growth as untreated, 0 = no growth, -100 = all killed).
CAKI-1: CAKI-1 renal cancer; 75,000 tested, 4.7% active; AID 1794772
786-0: 786-0 renal cancer cells | 81,000 tested, 5.1% active | AID 1794775
TK-10: TK-10 renal cancer cells; 81,000 tested, 3.9% active
RXF 393: RXF 393 renal cancer cells; AID 1794773; 77,000 tested, 6.9% active
PC-3: PC-3 prostate cancer cells. 80,000 tested, 3.9% active. AID 1794754
SN12C: SN12C renal cancer cells. 81,000 tested, 3.8% active. AID 1794767
ACHN: ACHN renal cancer; 81,000 tested, 4.9% active; AID 1794771
UO-31: UO-31 renal cancer; 81,000 tested, 5.2% active; AID 1794768
A498: A498 renal cancer cells. 76,000 tested, 5.4% active
Starred values were filed as active, the others as inactive; . = not tested or not shown; & = joins results of further samples; [ ] = dose if it differs, or a comment. The calls were made as follows: active = growth percent below 10; inactive = the rest. No enrichment for hits, and some 11% of all compounds hit somewhere here.

molecule,PC-3,786-0,A498,TK-10,CAKI-1,SN12C,RXF 393,UO-31,ACHN
Cc1c(C(=O)NC2CCOC2=O)[nH]c2ccccc2c1=O (configuration not stated),112,106,126,106,99,101,118,93,109
CC(C)(C)c1ccc(S(N)(=O)=O)cc1,93,98,95,106,97,110,115,99,106
N#CC(Cc1ccccc1)c1ccc(Cl)cc1 (configuration not stated),82,98,97,98,104,95,114,94,112
Cn1cc(-c2csc(-c3c[nH]c4ccc(Br)cc34)n2)c2ccnc(Cl)c21,50,47,52,56,67,67,51,49,39
COc1cc(C(=O)CCc2ccc3c(c2)OCO3)cc(OC)c1OC,89,96,.,97,105,101,105,74,101
O=C(Nc1ncc(Cc2ccccc2Cl)s1)c1ccc2c(c1)OCCO2,23,41,0.0*,46,20,30,9.5*,52,37
CC(c1ccccc1)C(C#N)c1ccccc1 (configuration not stated),98,102,94,93,100,104,108,101,110
O=C1CC(Cl)C(=O)N1c1ccccc1 (configuration not stated),96&104,99&99,95&77,98&108,99&100,92&113,120&109,75&90,102&109
Cc1cc(C)nc(NS(=O)(=O)c2ccc(NCc3coc4ccccc4c3=O)cc2)n1,90,105,101,109,97,95,106,80,104
CC(=O)Nc1ccccc1OC(=O)NC(C)(C)C,101,103,127,114,93,105,107,86,102
COc1cccc(-c2cc(-c3ccc(NS(=O)(=O)c4ccc(C)cc4)cc3)[nH]c(=O)c2C#N)c1,90,108,81,107,92,89,100,78,91
NC(C(=O)O)c1ccc([N+](=O)[O-])cc1 (configuration not stated),.,109,107,156,100,92,118,78,98
CC(=O)N1N=C(c2ccc(F)cc2)CC1c1cn(Cc2ccc(Cl)cc2)c2ccccc12 (configuration not stated),53,94,60,84,47,79,.,57,84
CC1(C)CC(=O)C2=C(C1)N(CCc1ccc(S(N)(=O)=O)cc1)C1=C(C(=O)CC(C)(C)C1)C2c1ccc(Br)cc1,93,94,.,103,85,99,107,89,100
COc1ccc(/C=C/C(=N)/C=C2/C(=O)Nc3cc(Br)ccc32)cc1,98[2.05 µM],112[2.05 µM],98[2.05 µM],.,83[2.05 µM],98[2.05 µM],119[2.05 µM],65[2.05 µM],100[2.05 µM]

Next part, overlapping the part above by 3 compounds.
molecule,PC-3,786-0,A498,TK-10,CAKI-1,SN12C,RXF 393,UO-31,ACHN
CC(=O)N1N=C(c2ccc(F)cc2)CC1c1cn(Cc2ccc(Cl)cc2)c2ccccc12 (configuration not stated),53,94,60,84,47,79,.,57,84
CC1(C)CC(=O)C2=C(C1)N(CCc1ccc(S(N)(=O)=O)cc1)C1=C(C(=O)CC(C)(C)C1)C2c1ccc(Br)cc1,93,94,.,103,85,99,107,89,100
COc1ccc(/C=C/C(=N)/C=C2/C(=O)Nc3cc(Br)ccc32)cc1,98[2.05 µM],112[2.05 µM],98[2.05 µM],.,83[2.05 µM],98[2.05 µM],119[2.05 µM],65[2.05 µM],100[2.05 µM]
N#CC1(c2ccc(Cl)cc2)CCCC1,102,96,108,99,103,102,112,90,98
O=[N+]([O-])c1ccc(N=Nc2c(O)c(N=Nc3cc([N+](=O)[O-])cc([N+](=O)[O-])c3O)cc(N=Nc3cc(S(=O)(=O)O)cc4cc(S(=O)(=O)O)cc(O)c34)c2O)cc1,87,103,107,99,.,101,112,83,101
COc1ccc(Cn2cc3c(c2-c2ccccc2)CCc2cnoc2-3)cc1,27,19,33,92,34,37,25,37,47
CCOC(=O)C1=C(CCl)NC(=O)NC1c1ccc2c(c1)OCO2 (configuration not stated),54,43,98,57,47,20,39,57,31
C/C=C/C1=C(C)C(=O)[C@H](O)O1,100,100,100,96,98,99,113,99,107
Cc1ccc2[nH]c(=S)cc(S)c2c1,74,95,.,120,100,98,99,79,94
O=C(c1ccc(F)cc1)C(c1c[nH]c2ccccc12)c1c[nH]c2ccccc12,41,80,98,148,32,43,40,44,39
CN(C)c1ccc(/C=C2\SC(=S)N(CCCN3CCOCC3)C2=O)cc1,87,97,87,117,91,92,98,87,103
Cc1cc(C)n(-c2cn3c(-c4ccc(Cl)cc4)csc3n2)n1,79,102,86,128,79,89,93,90,91
Cc1cc(-c2ccccc2)n2nc(NN)nc2n1,105,104,107,115,93,107,133,84,100
N#CC(c1ccc(Cl)cc1)c1c(Cl)cc(-n2ncc(=O)[nH]c2=O)cc1Cl (configuration not stated),66,91,86,96,85,96,109,66,85
Nc1nc(Cl)cc(Nc2ccccc2Cl)n1,113,100,94,128,.,99,99,104,112
N#Cc1ccc(Cn2c(-c3cscn3)nc3c(Cl)cccc32)cc1,73,90,83,96,79,98,89,47,92
Nc1cc([N+](=O)[O-])cc(S(=O)(=O)O)c1O,98,108,107,109,98,94,117,67,105
O=C(c1ccccc1)c1ccccc1-c1ccccc1,41,38,43,8.0*,17,31,.,45,34

5 records drawn at random from those above:
molecule,PC-3,786-0,A498,TK-10,CAKI-1,SN12C,RXF 393,UO-31,ACHN
COc1ccc(Cn2cc3c(c2-c2ccccc2)CCc2cnoc2-3)cc1,27,19,33,92,34,37,25,37,47
Cc1cc(C)n(-c2cn3c(-c4ccc(Cl)cc4)csc3n2)n1,79,102,86,128,79,89,93,90,91
Cc1ccc2[nH]c(=S)cc(S)c2c1,74,95,.,120,100,98,99,79,94
C/C=C/C1=C(C)C(=O)[C@H](O)O1,100,100,100,96,98,99,113,99,107
Nc1nc(Cl)cc(Nc2ccccc2Cl)n1,113,100,94,128,.,99,99,104,112

(listing goes on)
molecule,PC-3,786-0,A498,TK-10,CAKI-1,SN12C,RXF 393,UO-31,ACHN
CN(C)CCC(=O)c1cccs1,97,117,.,101,92,106,112,83,109
CC(=O)Nc1ccc(N)c2cc(S(=O)(=O)O)c(S(=O)(=O)O)cc12,89,105,106,109,89,101,112,82,100
O=CNc1cccc(Cl)c1Cl,90,107,70,91,96,93,111,90,100
CCCCCCCCCCCCOCCCNC(=S)NCCCOCCCCCCCCCCCC,99,111,107,104,106,100,115,78,102
NC(N)=NCCOc1nc(Oc2ccccc2C(=O)O)cc(-c2ccco2)n1,89,99,100,108,96,98,128,80,.
CCSc1ncnc2nc[nH]c12,106,109,108,118,112,100,.,91,96
CC1CCN(CCCCCOc2ccc3oc4ccccc4c(=O)c3c2)CC1,81,76,74,71,.,69,69,63,95
COc1ccc2c(c1)sc1nc(-c3ccccc3)c(-c3cccc4ccccc34)n12,24,52,0.9*,38,29,45,7.5*,48,49
OC(c1ccc(F)c(C(F)(F)F)c1)c1cnccc1NC1CCCCC1 (configuration not stated),59,64,60,71,64,65,69,50,82
O=C(Cn1c(-c2ccccc2)nc2ccccc21)N=Nc1c(O)[nH]c2ccc(Cl)cc12,22,-19*,-5.3*,28,13,5.7*,-64*,1.4*,-47*
NC(N)=N/N=C/c1ccccc1S(=O)(=O)O,92,116,97,109,93,97,99,84,103
NC(=O)c1cnn2ccn(C3OC(CO)C(O)C3O)c12 (configuration not stated),97,103,87,103,94,98,99,99,.
COc1ccc(-c2nc(C#N)c(NC3CCS(=O)(=O)C3)o2)cc1 (configuration not stated),103,101,113,114,.,100,147,89,105
Cc1cc2nc(C)c(=O)[nH]c2cc1C,88,97,101,101,101,101,120,82,99
CCCCCCOc1nc2c(c(=O)n(C)c(=O)n2C)n1C,101,.,86,108,93,101,106,100,112

(cont.)
molecule,PC-3,786-0,A498,TK-10,CAKI-1,SN12C,RXF 393,UO-31,ACHN
c1ccc2c(c1)oc1c3cccnc3ccc21,79,94,87,118,84,93,94,44,88
COc1cc(-c2nc3c(ncc4ccc(=O)[nH]c43)s2)cc(OC)c1OC,96,102,80,110,98,106,88,84,106
O=C(O)/C(=C\c1ccc([N+](=O)[O-])cc1)CCc1ccccc1,105,104,92,102,119,110,98,85,98
N#Cc1c2c(nn(-c3ccccc3)c1=O)C(O)=C([N+](=O)[O-])C(c1ccc([N+](=O)[O-])cc1)C2 (configuration not stated),94,93,97,116,94,101,99,67,92
CC(=O)c1ccc2c3c(n(C)c2c1)CCCC3,100,93,-76*,85,102,97,112,112,105
COc1cc(Cc2cnc(N)nc2N)cc(OC)c1OC,103&100,108&108,117&134,107&121,104&88,110&110,127&125,87&94,99&93
c1ccc(CNc2nnc(NCc3ccccc3)c3c2ncn3Cc2ccccc2)cc1,63,80,39,71,60,79,73,52,77
Cc1ccc(S(=O)(=O)N(CCCc2c(C)nc(N)[nH]c2=O)c2ccccc2)cc1,94,93,100,107,.,97,97,78,92
OC(Cc1ccc(Cl)cc1)c1ccccc1 (configuration not stated),100,100,80,109,97,98,114,97,102
NC1=CC(=O)c2ccccc2C1=O,56,105,90,125,92,86,100,71,80
CCCCCCCCn1cc(C2=C(c3coc4ccc(OC)cc34)C(=O)NC2=O)c2ccccc21,107,104,.,98,100,102,105,86,103
COc1ccc(N2CC(c3nc4ccccc4s3)CC2=O)cc1 (configuration not stated),68,102,115,132,94,89,.,58,81
O=C(CN1C(=O)S/C(=C\c2ccccc2)C1=O)Nc1ccc(C(=O)/C=C/c2cc3ccccc3nc2Cl)cc1,82,95,86,85,64,91,109,58,83
COc1cc(-c2nc3ccccc3c(=O)[nH]2)ccc1OCC(=O)N=Nc1c(O)[nH]c2ccc(Cl)cc12,96,101,124,104,103,109,123,88,103
CCSc1nc(C)cc(=O)[nH]1,91,102,84,111,109,94,91,87,106

Remaining list, next part.
molecule,PC-3,786-0,A498,TK-10,CAKI-1,SN12C,RXF 393,UO-31,ACHN
COc1cc2cc(Sc3ccc(NC(=O)c4cc(C(F)(F)F)cc(C(F)(F)F)c4)cc3)c(C)nc2cc1OC,92,102,97,.,98,97,104,85,98
COc1ccc(N=c2nc3sc4cccc(Cl)c4n3c(N)c2C#N)cc1,88,.,.,125,81,107,129,66,98
N#C/C(=C\c1ccc(F)cc1)n1nc2cccc(F)c2n1,54,67,12,61,25,76,13,41,43
O=S(=O)(Nc1ncccn1)c1ccc(-n2c(-c3cccs3)nc(-c3ccccc3)c2-c2ccccc2)cc1,83,86,85,99,92,96,.,67,96
C=C(C)[C@@H]1CC[C@]2(C)CC[C@]3(C)[C@H](CC[C@@H]4[C@@]5(C)C/C(=C/c6cccnc6)C(=O)C(C)(C)[C@@H]5CC[C@]43C)[C@@H]12,74,93,100,97,82,101,109,78,102
O=c1[nH]c(=O)c2[nH]c(=S)[nH]c2[nH]1,99,.,81,105,91,96,115,.,94
O=C1CCCCC1C(=O)C(F)(F)F (configuration not stated),121,90,91,81,60,106,110,99,107
CC(=C1C(=O)NC(=S)NC1=O)c1cc2ccccc2o1,97,108,112,115,.,100,102,76,105
CSc1nc2c(c(=O)n1C)CN(C1CCCCC1)C(=O)C(c1ccccc1)N2 (configuration not stated),14[100 µM],68[100 µM],82[100 µM],67[100 µM],22[100 µM],55[100 µM],71[100 µM],43[100 µM],31[100 µM]
CC(C)NC(=O)c1ccc(CONC(=O)OCc2ccccc2)cc1,89,101,82,106,96,116,111,105,102
Cc1ccc(S(=O)(=O)OC[C@]23CCC(C)(C)C[C@H]2C2=CC[C@@H]4[C@@]5(C)CCCNC(C)(C)[C@@H]5CC[C@@]4(C)[C@]2(C)CC3)cc1,54,35,95,73,42,46,68,60,49
CCCCCOc1ccc(C(=O)/C(Br)=C/C(=O)O)cc1,100,99,86,125,81,102,95,99,94
Cc1cc(N/N=C/c2nc(-c3ccccc3)oc2C)c2cc(Br)ccc2n1,79,87,66,101,80,32,102,78,90
COc1ccc(C(=O)NCCc2ccc(OC)c(OC)c2)cc1O,109,104,106,143,80,101,101,87,113
Cn1ncc2c(C(=O)c3ccc(F)cc3)nc(C(C)(C)C)nc21,93,101,58,82,90,96,94,94,99

Following part:
molecule,PC-3,786-0,A498,TK-10,CAKI-1,SN12C,RXF 393,UO-31,ACHN
O=C1CC(c2ccccc2)Cc2nc3ccc(F)cc3cc21 (configuration not stated),92,112,96,180,82,95,116,60,92
CC1=C(C(=O)OCc2ccccc2)C(c2ccc3ccccc3c2)n2c(nc3ccccc32)N1 (configuration not stated),79,82,104,103,49,70,73,54,64
N#CCc1nn2c(CCC(=O)c3nc4ccccc4[nH]3)nnc2s1,100,97,130,124,95,91,109,76,92
O=C(Nc1ccc(Cl)cc1[N+](=O)[O-])C(=O)Nc1ccc(Cl)cc1[N+](=O)[O-],95,108,93,94,114,104,112,89,95
CCCCCCCCCCCCCCCCN=C1NOCC1N (configuration not stated),90,101,100,110,.,102,104,85,.
C[C@H]1[C@H](C)CC[C@]2(C(=O)O)CC[C@]3(C)C(=CC[C@@H]4[C@@]5(C)C/C(=C/O)C(=O)C(C)(C)[C@@H]5CC[C@]43C)[C@H]12,51,101,93,104,78,81,111,64,84
O=Cc1cc(-c2ccc3c4c(cccc24)C(=O)N(N2C(=O)c4cccc5cccc(c45)C2=O)C3=O)ccc1O,89,103,108,137,77,93,112,71,97
COc1cccc(C(=O)Oc2ccc(/C=C/c3cc(OC(=O)c4cccc(OC)c4OC)cc(OC(=O)c4cccc(OC)c4OC)c3)cc2)c1OC,96,104,100,99,.,101,107,81,102
O=C(Nc1ccc(-n2ccc3c(NC(=O)c4ccccc4)ncnc32)cc1)c1ccc(Cl)c(C(F)(F)F)c1,29,55,80,.,35,22,19,33,28
CC1(C)Oc2cc3oc(=O)ccc3cc2C[C@@H]1OCCNc1cc(-c2ccccc2)c(O)c(-c2ccccc2)c1,58,100,79,107,82,92,100,80,93
COc1cc(Nc2c3ccc(Cl)cc3nc3ccc(OC)cc23)c2ncccc2c1,38,60,62,45,32,52,46,27,31
